POLI inh: inhibitors of human DNA polymerase iota. AID 588590. Potency, µM (highest dose often 115 µM), for the others: at the highest dose activity, negative = inhibition, actives largely listed as inhibitors. actives 1% (n = 390,000). Pol iota fluorescent replication assay, 10 min. Q9UNA4; note: potency is the fitted concentration of half-maximal effect
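Pol iota at 10 nM preincubated 15 min with compounds at room temperature; reaction started with fluorescent substrate, 50 nM final. Fluorescence read kinetically at 0 and 10 min; buffer-only wells as negative control.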
POLK inh: blocks human DNA polymerase kappa activity; AID 588579; actives 0.53% (n = 400,000); Potency, µM (highest dose often 107 µM), for the others: at the highest dose activity, negative = inhibition, actives largely listed as inhibitors; purified Pol kappa, fluorescent DNA synthesis assay, 10 min; Q9UBT6; note: potency is the fitted concentration of half-maximal effect; % is set by controls: 0 for no effect and ±100 for the full control effect
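Kinetic fluorescence screen: compound preincubated 15 min RT with 10 nM enzyme; 50 nM substrate (final) initiates; reads at 0/10 min.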
ERG Ets-DNA blk: inhibitors of human ERG Ets domain-DNA interaction. P11308. actives 0.028% (n = 370,000). AID 624246. fluorescence polarization, His-ERG Ets domain / labelled DNA. Potency, µM (top dose mostly 76.9 µM), inactives show at the highest dose FP activity, negative = inhibition, most hits filed as inhibitors; active = well fitted inhibition curve with a large enough effect in the polarisation, with a control signal flat; inconclusive = small, poorly fitted or top-dose-only effect, or effect the other way, or a change in a side signal; inactive = no such curve, though single readings can be large or run the other way; the % refers to the polarisation;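 note: polarization taken with two DNA probes labelled with fluorescein and Texas red; potency is the fitted concentration of half-maximal effect; % of control where 0% means no effect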
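His-tagged ERG Ets domain (1 uM in the protein solution; 300mM KCl, 50mM Tris-HCl, 1mM EDTA, 1mM DTT, pH 7.5) received compound, then a probe mix of 5 nM fluorescein-DNA and 100nM Texas-615-DNA. Fluorescence polarization was read for both dyes.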
BLM inh: blocks DNA unwinding by human BLM helicase; actives 0.2% (n = 350,000); recombinant BLM DNA unwinding, fluorescence dequenching; P54132; Potency, µM (titrated, usually from 56.1 µM), without a hit: top-dose activity change, negative = inhibition, most hits filed as inhibitors;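 note: potency is the fitted concentration of half-maximal effect; plate controls were vehicle for no effect and no enzyme for full effect; nearly all actives have a fitted effect of over 35% in size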
ALOX12 inh: ALOX12 (human) lipoxygenase inhibition; P18054; purified 12hLO, xylenol orange hydroperoxide absorbance; Potency, µM (series often up to 108 µM), for the others: top-dose activity change, negative = inhibition, actives largely listed as inhibitors; actives 1.1% (n = 580,000); note: potency is the fitted concentration of half-maximal effect; % is set by controls: 0 for no effect and ±100 for the full control effect
Target sequence (P18054 whole entry, looked up): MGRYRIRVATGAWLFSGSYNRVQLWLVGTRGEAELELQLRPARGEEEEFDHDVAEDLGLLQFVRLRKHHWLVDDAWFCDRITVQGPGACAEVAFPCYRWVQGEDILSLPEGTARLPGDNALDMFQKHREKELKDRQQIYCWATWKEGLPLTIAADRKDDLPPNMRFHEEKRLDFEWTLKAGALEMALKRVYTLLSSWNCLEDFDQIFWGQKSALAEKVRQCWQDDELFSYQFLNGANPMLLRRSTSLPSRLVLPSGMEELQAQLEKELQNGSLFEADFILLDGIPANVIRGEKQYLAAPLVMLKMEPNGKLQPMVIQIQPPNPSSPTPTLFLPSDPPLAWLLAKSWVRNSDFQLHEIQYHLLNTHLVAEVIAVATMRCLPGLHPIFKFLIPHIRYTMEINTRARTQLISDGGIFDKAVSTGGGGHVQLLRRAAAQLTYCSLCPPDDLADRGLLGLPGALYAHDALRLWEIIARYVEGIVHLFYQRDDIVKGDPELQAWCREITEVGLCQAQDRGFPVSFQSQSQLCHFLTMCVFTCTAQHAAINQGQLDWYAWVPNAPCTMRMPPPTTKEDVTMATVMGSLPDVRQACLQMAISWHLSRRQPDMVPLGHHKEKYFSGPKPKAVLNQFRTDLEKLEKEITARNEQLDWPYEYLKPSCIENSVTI
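Hydroperoxide product was detected by ferrous iron/xylenol orange as the 573 to 405 nm absorbance ratio. Arachidonic acid at 40 uM (final) was turned over for 30 min at room temperature by 150 nM human 12hLO, pH 7.0 Hepes buffer, after 15 min compound preincubation.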
Apoferritin bind: binds horse apoferritin like a general anesthetic; P02791; apoferritin/1-aminoanthracene competitive binding, fluorescence; Potency, µM (doses to about 77.5 µM), for the others: top-dose activity change, negative = displacement, most hits filed as inhibitors; actives 0.074% (n = 350,000); AID 485281; note: potency is the fitted concentration of half-maximal effect; % is set by controls: 0 for no effect and ±100 for the full control effect; nearly all actives have a fitted effect of over 20% in size
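Steps: apoferritin (10 uM) was premixed with half-saturated 1-AMA in PBS, compounds were pin-transferred, plates stood 10 min at room temperature, fluorescence was read at 380/535 nm, and curves were fitted with a Hill equation.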
Pol beta inh: DNA polymerase beta (human) inhibition; Potency, µM (doses to about 114 µM), for inactives: top-dose activity change, negative = inhibition, usual class: inhibitors; AID 485314; P06746; Pol beta primer extension/strand displacement, fluorescence kinetic; actives 1.3% (n = 340,000); note: potency is the fitted concentration of half-maximal effect; % is set by controls: 0 for no effect and ±100 for the full control effect
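Values derive from four-parameter Hill fits of normalized kinetic data: reads at 0 and 10 min following addition of 50 nM substrate to 10 nM Pol beta preincubated 15 min with compound.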
APE1 inh: inhibitors of human APE1 endonuclease. P27695. recombinant APE1, TAMRA/BHQ-2 abasic DNA cleavage fluorescence. Potency, µM (top dose mostly 65.8 µM), without a hit: at the highest dose activity change, negative = inhibition, usual class: inhibitors. actives 0.35% (n = 350,000). AID 2517;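 note: potency is the fitted concentration of half-maximal effect; plate controls were vehicle for no effect and reference inhibitor for full effect; nearly all actives have a fitted effect of over 55% in size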
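Incision of a quenched TAMRA/BHQ-2 THF abasic-site duplex (50 nM) by 0.75 nM APE1, after 15 min compound preincubation, measured as fluorescence increase over three 60 s reads. Values normalized to buffer, DMSO and NSC13755 control wells.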
TRHR agonist: agonists of human TRH receptor; P34981; TRHR cells, calcium flux fluo-8, FDSS agonist mode; activation, % at 2 µM; actives 0.18% (n = 360,000); AID 493084; in the data active = activation above about 30%; note: 0% is about no effect
Target sequence (P34981 whole entry, looked up): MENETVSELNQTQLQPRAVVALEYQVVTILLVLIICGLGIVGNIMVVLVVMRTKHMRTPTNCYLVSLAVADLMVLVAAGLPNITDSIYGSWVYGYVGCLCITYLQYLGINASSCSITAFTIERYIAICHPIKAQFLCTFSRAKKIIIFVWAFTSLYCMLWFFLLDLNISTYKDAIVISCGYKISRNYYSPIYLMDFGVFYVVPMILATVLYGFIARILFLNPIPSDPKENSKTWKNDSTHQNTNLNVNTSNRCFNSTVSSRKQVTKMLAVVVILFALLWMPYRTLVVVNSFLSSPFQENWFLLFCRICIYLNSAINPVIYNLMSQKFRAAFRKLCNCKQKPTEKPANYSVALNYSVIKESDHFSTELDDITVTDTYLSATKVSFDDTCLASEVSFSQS
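Agonist-mode FDSS calcium read (Ex 480/Em 530, 1 s cycles) in 1536-well TRHR cells with fluo-8 dye, after 10-cycle baseline and 23 nL compound addition; TRH at EC20 (10 nM final) added afterwards for the enhancer phase.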
Starred values were filed as active, the others as inactive; i = inactive; u = inconclusive; x = no result given; & = joins results of further samples; [ ] = remark or other dose. Unless noted, calls come from the whole dose curve; as a rule, active = well fitted curve in the direction sought with a large enough effect; inconclusive = small, poorly fitted or top-dose-only effect, or another doubt; inactive = no such curve, though single readings can be large; an effect the other way counts as inactive or inconclusive. This is a subset; rates above refer to the full screens.

SMILES	POLI inh	POLK inh	ERG Ets-DNA blk	BLM inh	ALOX12 inh	Apoferritin bind	Pol beta inh	APE1 inh	TRHR agonist
CC(=O)C1(C)CCC2C3C=C(C)C4=CC(=O)CCC4(C)C3CCC21C (stereo not drawn)	8.5%	-7.1%	-12.3%	x	-13.3%	x	x	x	x
CCC(=O)N1c2ccccc2CC1C(=O)NCc1ccc(CC)cc1 (stereo not drawn)	9.0%	0.8%[60.1 µM]	-2.9%	-4.1%	-7.6%	-7.1%	-14.1%	x	0.2
CCOc1ccc(NC(=O)CN2CCN(C3c4ccccc4-c4ccccc43)CC2)cc1	4.2%	-12.9%	-1.3%	-6.5%	u	-11.7%	14.5%	-9.0%	-0.6
C/C=C\C=C/C(=O)Nc1cccc(C2=NOC3(C2)C[C@H](C(N)=O)N(C(=O)c2ccc(OC)cc2)C3)c1 (stereo partly drawn)	25.1µM*	u	-20.5%	-7.8%	2.1%	2.8%	-1.3%	4.2%	-0.2
Cc1ccccc1NC(=O)COc1ccc2oc3c(c2c1)CCCC3	9.1%	7.0%	2.8%	-1.1%	-20.4%	-4.6%	2.3%	x	0.4
CCCCSc1nnc(-c2ccccc2N)c(=O)[nH]1	26.5%	-2.4%	x	-3.1%	9.6%	-20.6%	-0.8%	1.8%	0.0
CC(=O)c1ccc(NC(=O)C2CCN(S(=O)(=O)c3cccc4nonc34)CC2)cc1	-9.1%	-13.6%	-5.7%	-6.7%	-13.9%	-10.2%	u	11.9%	-0.8
COc1ccc(Nc2oc(-c3ccc(Cl)cc3)nc2C#N)cc1	-12.2%	-26.4%	2.4%	-3.4%	u	55.1%[activator]	4.5%	-4.0%	0.1
CC1(C)CC(CC(=O)Nc2nccs2)(c2ccccc2)CCO1 (stereo not drawn)	119.1%[activator]	-2.0%	5.4%	1.6%	-20.5%	-7.7%	39.0%	-3.2%	0.2
O=C(C1CCC1)N1CCN(S(=O)(=O)c2ccccc2)CC1	u	-15.1%	3.3%	x	-14.7%	x	x	-3.8%	0.3
CCCCn1c(N)c(N(CCC)C(=O)C2CCCC2)c(=O)[nH]c1=O	14.0%	3.4%	-5.6%	x	-26.0%	x	x	5.3%	1.2
NCCC(=O)c1ccccc1N	x	1.1%[19.4 µM]	x	x	12.0%	4.5%	x	0.1%	x
Cc1ccccc1NC(=O)C(C)c1cccc(C(=O)c2ccccc2)c1 (stereo not drawn)	1.3%	-14.8%	-4.4%	-4.6%	6.0%	u	1.2%	-3.3%	-0.2
Cc1ccc(-c2nc(N/N=C/c3cccc([N+](=O)[O-])c3)c3ccccc3n2)cc1	32.2%[activator]	1.2%	-7.1%	-10.1%	8.4%	u	3.4%	-5.6%	0.6
CCC(Oc1ccccc1)C(=O)Nc1ccc(S(=O)(=O)Nc2cnc3ccccc3n2)cc1 (stereo not drawn)	-7.6%	-12.1%	8.2%	-0.9%	u	-0.1%	-6.8%	-1.2%	-0.4
CC(Oc1ccc(F)cc1)C(=O)Nc1cc(S(=O)(=O)N2CCCCC2)ccc1N1CCN(C)CC1 (stereo not drawn)	-13.3%	4.3%	-13.4%	x	-5.8%	x	x	x	x
CCOc1ccccc1/C=C(/C#N)C(N)=O	15.9%	12.7%	-7.5%	1.1%	0.0%	-16.4%	1.0%	0.2%	-1.6
CCOc1ccc(NS(=O)(=O)c2ccc(OCC(=O)NCc3ccncc3)cc2)cc1	-1.8%	-23.9%	-14.3%	0.6%	i	-12.3%	-2.1%	13.5%	0.0
CN(C)C(=O)CSc1nnc(Cc2ccc([N+](=O)[O-])cc2)o1	9.6%	-6.5%	x	0.2%	13.6%	-10.9%	-4.9%	-6.1%	0.2
COC(=O)c1sc(NC(=O)c2ccncc2)nc1C	66.6%[activator]	0.5%	-6.7%	5.3%	3.0%	-8.2%	-1.5%	-0.3%	-0.1
O=C(CN1C(=O)CSc2cc(S(=O)(=O)N3CCCCCC3)ccc21)NCCc1ccccc1	1.6%	-1.4%	1.8%	-12.2%	-4.1%	u	-26.9%	3.1%	-0.7
CCOC(=O)c1cc(S(=O)(=O)N2CCN(c3cccc(C)c3C)CC2)[nH]n1	-23.5%	-7.0%[60.1 µM]	1.0%	-3.0%	-9.7%	-6.9%	2.2%	x	-0.6
CC1(c2ccccc2)C(C#N)C(=O)NC(=O)C1C#N (stereo not drawn)	15.1%	1.2%	0.4%	x	u	x	x	x	x
COc1ccc(C)cc1NC(=O)Cc1ccc(NC(=O)N2CCCCc3ccccc32)cc1	10.6%	-0.9%	-1.1%	0.5%	0.5%	-2.9%	5.9%	x	0.2
Cn1nc(-c2ccc(OCC(=O)Nc3cccc(C(F)(F)F)c3)cc2)c2ccccc2c1=O	11.6%	-6.2%	2.1%	-14.8%	-0.9%	-17.1%	u	x	0.3

Continuation:
SMILES	POLI inh	POLK inh	ERG Ets-DNA blk	BLM inh	ALOX12 inh	Apoferritin bind	Pol beta inh	APE1 inh	TRHR agonist
N#Cc1cccc(NC(=O)COC(=O)C2CCC2)c1	23.8%	-3.3%	-1.6%	x	-9.3%	x	x	2.4%	0.2
COC(=O)c1sccc1NC(=O)c1ccoc1C	12.8%	-5.1%	x	1.7%	u	-11.3%	1.7%	3.8%	0.0
Cc1nc(N2CCN(C(=O)c3cccs3)CC2)c2c3c(sc2n1)CCCC3	48.3%[activator]	-10.2%	3.6%	-7.6%	u	-8.9%	-16.3%	17.4%	-1.2
CCOc1ccc(N=C2NC(=O)SC2CC(=O)OC)cc1 (stereo not drawn)	29.1%	-2.0%	3.6%	-6.9%	0.0%	20.7%	-28.7%	1.8%	-0.1
COc1ccc(C(=O)NC(=S)NCc2cccnc2)cc1OC	2.4%	6.4%	-1.7%	-1.9%	u	-10.3%	-11.1%	4.3%	-0.6
C/C(=N\NS(=O)(=O)c1ccccc1)c1cccc(NC(=O)c2cccc(Cl)c2)c1	17.6%	-5.1%	-3.1%	-10.2%	-18.1%	-17.1%	-21.3%	-11.3%	-0.7
COc1cc(NC(=O)CCc2nnc3ccc(N4CCC5(CC4)OCCO5)nn23)cc(OC)c1	-29.4%	-8.1%	10.5%	0.1%	0.1%	-8.5%	-5.4%	-8.1%	-0.7
CCOC(=O)C1CCCN(C(=O)c2cc(S(=O)(=O)N3CCCCC3)ccc2C)C1 (stereo not drawn)	-3.4%	-1.1%	8.2%	4.1%	-6.3%	8.1%	2.5%	-1.0%	-0.3
CC(C)CNS(=O)(=O)c1ccc(CCC(=O)N2CCN(Cc3ccccc3)CC2)cc1	-1.2%	-2.7%	-3.0%	-11.8%	0.0%[57.4 µM]	-5.2%	-12.1%	9.9%	0.2
Cc1ccccc1CNC(=O)c1nn(-c2ccccc2F)nc1CO	0.4%	5.8%	-4.1%	-1.2%	1.3%	-2.2%	42.6%	x	1.0
CCCN1CCC(=O)N(C(CSc2ccc(OC)cc2)CC(C)C)CC1 (stereo not drawn)	-5.3%	-2.3%	x	3.7%	x	-4.0%	x	-4.1%	x
CCS(=O)(=O)c1cccc(C(=O)Nc2ccc(-c3nc4ccccc4s3)c(O)c2)c1	u	-4.6%[60.1 µM]	-3.4%	u	u	144.4%[activator]	20µM*	x	0.8
NC(N)=NC(N)=Nc1cccc(Cl)c1	-3.8%[58.9 µM]	-5.6%[60.1 µM]	-4.6%	3.7%&3.4%	4.6%&15.0%&4.7%&0.0%	-1.8%	u	1.1%&-3.9%&18.2%&-8.2%	-0.4
CCn1c(-c2nonc2NC(=O)c2ccccc2)nc2ccccc21	-2.1%	7.1%	11.0%	-2.1%	0.4%	-11.0%	15.0%	-2.8%	-0.3
Cc1ccc(S(=O)(=O)Cc2ccc(C(=O)NCCc3ccccc3)o2)cc1	4.6%	3.5%	-11.8%	-2.0%	u	-7.8%	u	22.1%	-0.8
Cc1ccc2c(c1)N(Cc1cccc(C#N)c1)C=NS2(=O)=O	u	3.8%	0.0%	-0.1%	0.0%	-5.4%	7.0%	18.1%	-0.1
Cc1ccc(S(=O)(=O)NCC(=O)OCc2cc(=O)oc3c(C)c(C)ccc23)cc1C	9.9%	-22.0%	-1.7%	x	5.4%&-13.2%	x	x	19.7%	-0.7
CN(C)CC/C=C1/c2ccccc2Sc2c(O)cc(Cl)cc21	3.9%	-0.4%	-8.1%	-4.0%	25.1%	4.0%	3.7%	4.1%	0.1
N#Cc1cccc(C(=O)Nc2cc(S(=O)(=O)N3CCOCC3)ccc2N2CCCC2)c1	-20.7%	-4.1%	8.6%	x	3.4%	x	x	12.5%	x
C[C@@H]1CN([C@H](C)CO)C(=O)c2cc(NC(=O)Nc3ccc(C(F)(F)F)cc3)ccc2O[C@H]1CN(C)S(=O)(=O)c1ccccc1	18.9%	-7.4%	4.9%	x	u	x	x	-4.8%	x
CCc1ccc(N(CC(=O)NC(C)(C)C)C(=O)CNC(=O)c2cccs2)cc1	110.2%[activator]	-2.3%	-0.4%	-3.5%	-5.3%	-4.9%	-2.6%	34.9%	0.5
CCn1c(C)cc2c(c1=O)C(c1ccccc1)C(C(=O)OC)=C(N)O2 (stereo not drawn)	-8.5%[58.9 µM]	2.5%	7.1%	-4.1%	u	-6.8%	-11.7%	-4.8%	-1.1

Gathered by group: those above with a furan ring, fused or not (three)
SMILES	POLI inh	POLK inh	ERG Ets-DNA blk	BLM inh	ALOX12 inh	Apoferritin bind	Pol beta inh	APE1 inh	TRHR agonist
Cc1ccccc1NC(=O)COc1ccc2oc3c(c2c1)CCCC3	9.1%	7.0%	2.8%	-1.1%	-20.4%	-4.6%	2.3%	x	0.4
COC(=O)c1sccc1NC(=O)c1ccoc1C	12.8%	-5.1%	x	1.7%	u	-11.3%	1.7%	3.8%	0.0
Cc1ccc(S(=O)(=O)Cc2ccc(C(=O)NCCc3ccccc3)o2)cc1	4.6%	3.5%	-11.8%	-2.0%	u	-7.8%	u	22.1%	-0.8

High-throughput results from PubChem BioAssay.
